# CHRM1 PAM: positive allosteric modulators of human M1 muscarinic receptor; P11229; CHO-K1 hM1, Fluo-8 calcium fluorescence, ACh EC20; 0% = ACh EC20, 100% = maximal ACh; activation, % at 3 µM; 0.088% of 360,000 active; in the data active means activation above about 19%, passing the limit was not always enough
# CHO parental Ca: counter-screen: ATP calcium response change in parental CHO cells; parental CHO-K1, ATP-induced calcium, Fluo-8 fluorescence; inhibition, % at 5.6 µM; 0.63% of 330,000 active;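 active means inhibition above that plate's mean sample inhibition plus 3 SD, cut at about 26% in these data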;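 further: 0% = ATP-challenged DMSO wells and 100% = DMSO wells without ATP; some compounds past the cut are filed as inactive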
#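 material = parental CHO cells | also added = ATP as calcium-mobilizing challenge | dosing = single point at 5.6 µM | detection = intracellular calcium via Fluo-8 no-wash fluorescent dye | read-out = % inhibition | benchmarks = low control ATP plus DMSO, high control DMSO only | repeats = one well per compound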
# CHO-K1 Ca ag: nonselective activator or artifact in parental CHO-K1 cells | activation, % at 3 µM | Fluo-8 calcium fluorescence; scaled to maximal ATP response, vehicle zero | 0.48% of 360,000 active; in the data active means activation above about 15%;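 further: untransfected CHO-K1 host cells lacking M1 receptor as counterscreen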
# M1 ag: human M1 muscarinic receptor agonism; CHO-K1 hM1, Fluo-8 calcium fluorescence, agonist mode; 0% DMSO, 100% acetylcholine EC100; 0.33% of 360,000 active; AID 588814; activation, % at 3 µM; P11229;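 active means activation above the run's mean compound activation plus 3 SD, cut at about 16% in these data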;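 further: peak over basal fluorescence ratio within a 140 s kinetic read after compound addition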
# M1 antag: blocks human M1 muscarinic receptor. CHO-K1 hM1, Fluo-8 calcium fluorescence, ACh EC80 antagonist. inhibition, % at 3 µM. 1.3% of 360,000 active. AID 588852;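 active means percent inhibition above its own plate's cutoff, namely the mean of that plate's compound wells plus 3 SD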;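 further: peak over basal fluorescence ratio during 140 s after agonist addition; 0% = ACh EC80 plus DMSO and 100% = DMSO alone without agonist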
# CHO-K1 Ca antag: nonselective inhibitor or artifact in parental CHO-K1 cells. ATP-induced calcium, Fluo-8 fluorescence. AID 602250. inhibition, % at 3 µM. 0.6% of 360,000 active;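 active means inhibition above a per-plate cutoff, the plate's mean sample inhibition plus 3 SD, cut at about 24% in these data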;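 further: 0% = DMSO plus EC80 ATP and 100% = DMSO alone without ATP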
# CHRM4 antagonist: antagonists of human muscarinic M4 receptor (CHRM4); P08173; CHO-hM4 cells, ACh EC80, Fluo-8 calcium fluorescence; inhibition, % at 3 µM; 0.73% of 360,000 active; AID 624125;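 active means inhibition above its plate's cutoff, the mean inhibition of sample wells plus 3 SD, cut at about 27% in these data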;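 further: 0% = acetylcholine EC80 with DMSO and 100% = DMSO without agonist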
# Target sequence (P08173 whole entry, looked up): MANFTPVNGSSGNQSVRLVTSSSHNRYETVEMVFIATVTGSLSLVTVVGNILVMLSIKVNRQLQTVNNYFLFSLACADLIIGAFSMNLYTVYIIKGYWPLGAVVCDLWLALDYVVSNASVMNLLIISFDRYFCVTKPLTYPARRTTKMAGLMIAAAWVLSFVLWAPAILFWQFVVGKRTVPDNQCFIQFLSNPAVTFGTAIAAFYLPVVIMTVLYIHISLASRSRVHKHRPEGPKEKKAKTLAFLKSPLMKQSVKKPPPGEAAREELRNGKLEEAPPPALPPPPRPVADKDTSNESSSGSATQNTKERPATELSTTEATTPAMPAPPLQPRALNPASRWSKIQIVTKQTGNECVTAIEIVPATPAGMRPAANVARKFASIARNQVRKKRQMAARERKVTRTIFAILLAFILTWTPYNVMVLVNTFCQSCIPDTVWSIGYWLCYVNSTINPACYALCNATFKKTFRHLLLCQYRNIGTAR
# OXTR potentiate: human OXTR potentiation | activation, % at 3 µM | CHO-OTR cells, Fluo-8 calcium fluorescence, potentiator mode; 0% = oxytocin EC15, 100% = EC100 | 0.061% of 320,000 active | P30559;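 active means activation above that plate's cutoff, the mean activation of tested compounds plus 3 SD, cut at about 6.6% in these data, passing the limit was not always enough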;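 further: 100% uses oxytocin at 75 nM as the full agonist control; some results filed as inactive read as strong as hits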
# Target sequence (P30559 whole entry, looked up): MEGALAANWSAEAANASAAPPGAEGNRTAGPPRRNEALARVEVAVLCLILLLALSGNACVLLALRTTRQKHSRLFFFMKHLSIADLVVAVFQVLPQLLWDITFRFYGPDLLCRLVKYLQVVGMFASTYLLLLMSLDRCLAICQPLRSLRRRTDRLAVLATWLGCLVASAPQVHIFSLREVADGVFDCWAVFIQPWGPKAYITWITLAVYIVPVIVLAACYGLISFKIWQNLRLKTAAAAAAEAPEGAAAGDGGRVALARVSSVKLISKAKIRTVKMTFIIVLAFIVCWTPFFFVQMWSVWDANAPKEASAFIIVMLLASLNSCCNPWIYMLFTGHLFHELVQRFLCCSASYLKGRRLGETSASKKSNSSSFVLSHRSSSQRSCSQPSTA
#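 Assay system: CHO cell line stably expressing human OTR | Also added: Oxytocin at about EC15, sub-maximal agonist stimulus | Times: Compound 6 min at room temperature before oxytocin, 100 s read | Measured by: Fluo-8 intracellular calcium fluorescence, ex 470-495, em 515-575 nm | Controls: EC15 oxytocin alone as 0%, 75 nM oxytocin as 100%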
# CHRM4 agonist: agonists of human muscarinic M4 receptor (CHRM4); P08173; CHO-K1 hM4/Gqi5, Fluo-8 calcium fluorescence; vehicle 0%, full acetylcholine response 100%; activation, % at 3 µM; 0.14% of 360,000 active; AID 624127;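 active means activation above the run mean over all test wells plus 3 SD, cut at about 32% in these data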;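 further: peak over basal fluorescence ratio per well then scaled between controls; 0% = DMSO wells and 100% = acetylcholine at EC100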
# Starred values were filed as active, the others as inactive; . = no result given.
SMILES,CHRM1 PAM,CHO parental Ca,CHO-K1 Ca ag,M1 ag,M1 antag,CHO-K1 Ca antag,CHRM4 antagonist,OXTR potentiate,CHRM4 agonist
CCOC(=O)CCc1c(C)nc(SCc2ccc(C(=O)O)cc2)c(C#N)c1C,1,10,0.4,-3,-10,-9,-1,-7,0
Cc1nc2c3cc(F)ccc3n(Cc3ccc(F)cc3)c2s1,-10,-14,-0.6,-10,7,9,0,-8,-2
CCOC(=O)CNC(=O)N(CCOC)CC1CCCN(C2Cc3ccccc3C2)C1 (stereo not given),3,-17,0.1,-7,-8,-13,9,-9,-1
O=C(CSCc1ccccc1Cl)Nc1c[nH]c(=O)[nH]c1=O,6,-9,0.2,-5,-8,2,8,-11,1
Cc1ccc(NC(=O)Nc2ccc3c(c2)CCC3)cc1C,-7,9,-0.4,-3,14,-2,5,-1,2
COc1ccc(N2C(=O)CC(Sc3nc(C)cc(C)c3C#N)C2=O)cc1 (stereo not given),9,-22,3.7,4,-23,-14,-6,-6,8
O=C(NC1=NCCS1)c1nc(-c2ccccc2)n(-c2ccccc2)n1,4,-1,0.7,-3,-41,-16,-2,-14,2
CCC(CC)c1nnc(NC(=O)CCc2ccccc2)s1,15,-17,0.6,0,-7,-1,-4,-2,0
O=C(CCC(=O)c1ccc(F)cc1)Nc1ccccc1Cl,5,1,1.9,-8,2,-10,4,-7,0
Clc1ccc(Cc2ccccc2)nn1,2,-3,0.0,-6,0,-1,1,-3,0
COc1ccc(S(=O)(=O)Nc2ccc(CC#N)cc2)cc1,3,-1,1.7,-2,-1,-9,0,-11,2
c1ccc(-c2ccncc2)nc1,7,-4,0.1,-1,-4,-4,3,-2,2
COCCN1CCN(C(=O)C2CCC(=O)N(Cc3cccc(C(F)(F)F)c3)C2)CC1 (stereo not given),8,.,0.8,-4,-13,-12,2,.,3
CC(C)(C(=O)c1ccccc1)/[N+]([O-])=C/c1ccccc1,12,-8,0.3,0,-17,-21,-10,0,0
Cc1[nH]c(=O)[nH]c(=O)c1/C=N/NC(=O)[C@H](C)NC(=O)OC(C)(C)C,3,-9,0.6,-2,-1,4,7,-18,1
Cc1ccc(C2C(=O)N(C3CCCC3)CC(=O)N2C2CCCCC2)cc1 (stereo not given),5,-36,-0.6,-12,-6,11,16,1,0
COc1ccc(CC(=O)N2CCN=C2SCc2cccc([N+](=O)[O-])c2)cc1,6,-14,0.2,-6,4,4,14,-12,0
Cc1c(F)cccc1NS(=O)(=O)c1ccc2c(c1)n(C)c(=O)c(=O)n2C,9,-12,-0.4,1,5,16,-9,3,1
C[N+](C)=C1SCC(C)(/C=N/O)S1 (stereo not given),4,7,1.1,2,-3,-5,7,-9,2
COc1ccc(-n2nc(C(=O)NCC(=O)N3CC(C)CC(C)C3)c3ccccc3c2=O)cc1OC (stereo not given),-16,-8,3.6,-7,24,-3,7,-16,17
CCN1C(=O)/C(=C\c2ccncc2)SC1=Nc1ccc(C)c(C)c1,-6,-43,2.0,-8,11,3,-4,-2,-2
CC1(OC(=O)CCc2ccccc2)C(=O)C=C2C=C(c3ccc(C#N)cc3)N(CCc3c[nH]c4ccccc34)C=C2C1=O (stereo not given),6,-15,0.0,-3,-11,9,-2,-8,2
O=C(O)c1ccc(NC(=O)C2CCCCC2)cc1,8,6,0.1,-3,-1,8,2,-10,0
Cc1cc(C)nc(CCNC(=O)c2cc(COc3c(F)cccc3F)on2)n1,9,-7,0.3,-3,-1,3,2,-2,2
COC(=O)c1ccccc1N(C)S(=O)(=O)c1cc2c(cc1C)OCC(=O)N2,-5,-12,3.4,-5,8,1,-4,-20,11
CC(Nc1ccccc1)c1cc(Cl)ccc1O (stereo not given),8,-2,-0.2,5,-10,-9,-7,-13,-2
Cc1nnc(Sc2c(-c3ccccc3)c3ccc(Cl)cc3[nH]c2=O)s1,2,-16,-0.2,2,-4,-8,-3,-3,3
Cc1ccc(-c2csc(NC(=O)C3=COCCO3)n2)cc1,0,-11,-1.7,-10,-4,4,-1,-8,0
O=C(O)CCC(=O)Nc1sc2c(c1C(=O)NCc1ccccc1)CCCC2,18,0,8.2,-1,-19,1,-1,-7,1
CN(Cc1ccccc1)C(=O)c1ncn(C)c1C(=O)N(C)Cc1ccccc1,1,-13,0.0,-2,1,-12,-9,-4,2
COc1ccc(NC(=S)NCCc2c[nH]c3ccc(OC)cc23)c(OC)c1,0,-8,4.3,-6,2,-20,6,-12,8
CCOc1ccc(N2C(=O)C3CCCN3C2=O)cc1 (stereo not given),7,-6,0.3,-4,-4,-10,-2,-10,1
O=S(=O)(c1ccccc1F)N1CCN(c2nc3ccccc3s2)CC1,11,9,0.4,-9,-4,-11,12,-19,2
CCCCOC(=O)c1ccccc1N1C(=O)C2C3CCC(C3)C2C1=O (stereo not given),-4,-18,0.1,-4,4,16,4,-2,1
CCCNC(=O)NNC(=O)c1ccc(F)cc1,4,-8,0.4,-3,-3,-9,0,-26,1
CN1C(=O)/C(=C/c2ccc(OC(=O)c3ccco3)cc2)SC1=S,-1,0,3.4,-3,11,-7,-5,-10,3
N#C/C(=C/c1cccc(O)c1)C(=O)NCc1ccc(Cl)cc1,2,-21,2.8,17*,28*,-10,2,-3,9
CCOC(=O)c1ccc(NC(=O)CN2C(=O)C(=O)N(CC(C)C)C2=O)cc1,-7,-2,1.2,-3,13,-1,5,-1,2
COc1ccc(-c2c(C(=O)O)nc3ccccc3c2C(=O)O)cc1,-3,-5,0.2,-4,3,-4,8,-5,0
COc1cccc(CN(C)C(=O)c2ccc(S(=O)(=O)N3CCCC3)cc2)c1OC,-2,-8,0.8,-6,1,3,1,-3,2
O=C(NCCc1ccc(Cl)cc1)C1CCC(=O)N(C2CCCCCC2)C1 (stereo not given),10,-25,3.0,-1,-13,-6,-13,-3,5
O=C(Nc1ccc(-c2nnc(-c3ccccc3)o2)cc1)c1ccc(Br)o1,7,-18,0.3,0,-8,-4,-3,-1,1
Cc1ccc(S(=O)(=O)NN=C2C(=O)C3CCC2C3Cl)cc1 (stereo not given),5,.,1.1,-5,-10,-12,-2,.,1
Cc1ccc(-c2nnc(SCC(=O)N3CCCC3)o2)cc1,0,-14,-0.1,-2,1,-3,6,-5,1
O=S(=O)(Nc1ccccc1F)c1ccc2nsnc2c1,6,-6,-0.4,-6,-36,-22,-2,8,-1
COc1cccc(NC(=O)C2(C)CCCN2C(=O)C(C)C)c1OC (stereo not given),10,.,-0.2,-2,-16,-6,-2,.,1
CN(C)c1ccc(N2[C@@H](CC(=O)O)c3cc(C(F)(F)F)ccc3S2(=O)=O)cc1,5,-7,1.2,-4,7,-12,10,-16,1
O=C1c2c(Cl)c(Cl)c(Cl)c(Cl)c2C(=O)N1c1nccs1,8,.,0.7,-1,-13,-10,-7,.,1
COc1ccc(CCN(Cc2cccs2)S(=O)(=O)c2ccc(S(=O)(=O)N(C)C3CCCCC3)cc2)cc1OC,1,-8,0.2,-3,1,-2,-2,-8,0
COc1ccc(CN(C(=O)c2cc(=O)c3ccccc3o2)C2CCS(=O)(=O)C2)cc1 (stereo not given),3,-16,9.5,1,1,8,4,-5,1

# (continued)
SMILES,CHRM1 PAM,CHO parental Ca,CHO-K1 Ca ag,M1 ag,M1 antag,CHO-K1 Ca antag,CHRM4 antagonist,OXTR potentiate,CHRM4 agonist
Cc1ccc(NC(=O)Cc2cc(C(=O)O)c3ccccc3n2)c(C)c1,1,-5,4.6,-1,4,-7,-1,-8,9
CCOC(=O)c1c(N/N=C/c2cccnc2)n[nH]c1C,9,-8,0.0,-1,-7,4,-3,5,0
O=C(Cc1cccs1)Nc1cccc(C(=O)Nc2ccc(C(=O)O)cc2)c1,7,-5,3.0,-5,-4,-5,2,1,10
Cc1ccccc1NC(=O)CC(C)S(=O)(=O)c1ccc2c(c1)NC(=O)CO2 (stereo not given),18,-14,0.0,4,3,-11,6,0,1
CC1c2cc3c(cc2CCN1CC(=O)Nc1ccccc1)OCCCO3 (stereo not given),-32,-16,9.7,-7,33*,3,-11,-8,11
COc1ccc(CNC(=O)CN(c2ccccc2OC)S(=O)(=O)c2cccs2)cc1,-7,-10,4.5,-4,2,-11,4,-10,15
CCOC(=O)C1=CN(Cc2cccc(F)c2)S(=O)(=O)N(C)C1CCc1ccccc1 (stereo not given),-2,-16,2.4,-3,-4,-20,-4,.,3
Cc1ccc(C(OC(=O)c2ccco2)C(=O)NC2CCCCC2)cc1 (stereo not given),3,-14,-0.1,-3,-6,6,-1,2,0
COc1ccc2[nH]c(C(O)(Cc3cccnc3)Cc3cccnc3)cc2c1,2,-7,0.5,-3,5,7,0,-7,1
COc1ccc2cc(CCNC(=O)c3c(-c4ccccc4Cl)noc3C)c(=O)[nH]c2c1,7,-11,3.0,-2,-6,-7,-12,0,10
O=C(c1ccccc1)c1ccc2nc(N3CCN(C(=O)c4ccco4)CC3)c3nncn3c2c1,-8,-18,2.0,-2,10,2,8,-7,8
CC(NC(=S)NNS(=O)(=O)c1ccc(C(C)(C)C)cc1)c1ccccc1 (stereo not given),3,-19,1.0,-4,-11,-23,-1,-19,6
CSc1ncccc1C(=O)Nc1nc2ccc(Oc3ccccc3)cc2s1,-6,-9,1.0,-6,7,-7,-10,-1,2
COc1cccc(OCCCCN2CCCCC2)c1,-11,-4,1.0,-9,8,-14,16,-6,1
COc1ccc(Nc2nc(N)c([N+](=O)[O-])c(NCc3ccccc3)n2)cc1,14,-38,0.2,-1,-7,-11,-11,4,1
Cc1ccc(C)c(NC(=S)NCC(c2cccnc2)N2CCOCC2)c1 (stereo not given),-10,-3,0.2,1,0,-4,-9,-4,1
CNc1ccccc(-c2ccc3ccccc3n2)c1=O,-8,-2,0.2,-5,9,20,22,-6,4
O=C(/C=C/c1cccc([N+](=O)[O-])c1)NCCN1CCOCC1,6,-3,0.4,-4,-9,-1,2,3,3
O=S(=O)(c1ccccc1)c1cccc(S(=O)(=O)N2CCCCC2)c1,6,-11,6.7,-3,-3,-2,5,-17,2
Cc1nn(CC(=O)Nc2cccc(S(N)(=O)=O)c2)c(C)c1[N+](=O)[O-],12,1,0.1,-6,-5,4,8,-5,0
CCOc1ccc(Cl)cc1CNCCNCCO,-1,-9,-0.4,-3,-14,-4,-14,-9,3

# As a working copy, 5 of the compounds above.
SMILES,CHRM1 PAM,CHO parental Ca,CHO-K1 Ca ag,M1 ag,M1 antag,CHO-K1 Ca antag,CHRM4 antagonist,OXTR potentiate,CHRM4 agonist
CCOC(=O)CCc1c(C)nc(SCc2ccc(C(=O)O)cc2)c(C#N)c1C,1,10,0.4,-3,-10,-9,-1,-7,0
Cc1nc2c3cc(F)ccc3n(Cc3ccc(F)cc3)c2s1,-10,-14,-0.6,-10,7,9,0,-8,-2
CCOC(=O)CNC(=O)N(CCOC)CC1CCCN(C2Cc3ccccc3C2)C1 (stereo not given),3,-17,0.1,-7,-8,-13,9,-9,-1
O=C(CSCc1ccccc1Cl)Nc1c[nH]c(=O)[nH]c1=O,6,-9,0.2,-5,-8,2,8,-11,1
Cc1ccc(NC(=O)Nc2ccc3c(c2)CCC3)cc1C,-7,9,-0.4,-3,14,-2,5,-1,2

# Source: PubChem BioAssay
